uPA surface inh – blocks generation of uPA at the cell surface | cell surface uPA generation assay, qHTS | Potency, µM (top dose mostly 38.3 µM), for inactives: top-dose activity change, negative = inhibition, hits mostly inhibitors | 0.31% of 330,000 active; active = well fitted inhibition curve with a large enough effect; inconclusive = small, poorly fitted or top-dose-only effect; inactive = no such curve, though single readings can be large or run the other way; tested in mouse RAW 264.7 cells; note: potency is the fitted concentration of half-maximal effect; nearly all actives have a fitted effect of over 55% in size
B2AR arrestin – agonists driving beta-arrestin recruitment to human beta2-adrenergic receptor. P07550. beta-arrestin recruitment to beta2AR, cell-based reporter. Potency, µM (highest dose often 46.1 µM), for inactives: at the top dose activation, usual class: activators. 0.02% of 330,000 active;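 note: potency is the fitted concentration of half-maximal effect; 0% = DMSO controls and full agonism = EC100 isoproterenol or metaproterenol; nearly all actives have a fitted effect of over 65% in size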
PKM2 act – PKM2 (human) enzyme activation. P14618. purified PKM2, Kinase-Glo ATP luminescence, activation; response scale: 0% is enzyme alone, no compound. Potency, µM (top dose mostly 57.5 µM), for inactives: top-dose activation, actives largely listed as activators. 0.34% of 260,000 active. AID 1631; note: potency is the fitted concentration of half-maximal effect; nearly all actives have a fitted effect of over 55% in size
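ATP formation by purified human PK-M2, quantified via coupled luciferase luminescence after 1 h at room temperature with 0.1 mM ADP and 0.5 mM PEP final.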
Giardia kill – kills Giardia lamblia | Giardia lamblia trophozoite viability | activity change, % at 7.66 µM, hits read low | AID 540267 | 0.15% of 340,000 active; in the data active = activity change below about -80%; inconclusive = between about -30% and that limit;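 note: parasites exposed to compound for two days anaerobically before the ATP read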
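Giardia lamblia trophozoites (100 cells/well) were incubated with compounds for 48 h at 37 deg C under anaerobic conditions. Viability was read as ATP content by one-step luminescence after 15-30 min at room temperature.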
USP2a inh – USP2a (human) protease inhibition; Potency, µM (doses to about 38.3 µM), without a hit: at the highest dose activity change, negative = inhibition, hits mostly inhibitors; USP2 core, Ub-CHOP2 coupled fluorogenic reporter, 485/531; 0.01% of 330,000 active;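 note: potency is the fitted concentration of half-maximal effect; plate controls were DMSO wells for no effect and full inhibition by NEM control for full effect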
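Deubiquitinase activity read as fluorescence (485/531 nm) after Ub-CHOP2 cleavage activates the enterokinase reporter on its substrate; USP2 core 10nM, Ub-CHOP2 and substrate 25nM each, 30min compound preincubation then 60min RT; data normalized to NEM, curves fitted.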
FBPA coupling cs – counter-screen for Giardia aldolase inhibitors: coupling enzyme system; activity change, negative = inhibition, % at 58.2 µM, hits read low; 0.67% of 290,000 active; coupling enzyme system counterscreen, AmpLite Red fluorescence; AID 2472; in the data active = activity change below about -30%
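Counterscreen of the coupled detection system alone, without aldolase: glyceraldehyde-3-phosphate coupling enzymes plus AmpLite Red readout. Compounds at 57.5 uM final, 10 min RT preincubation, 20 min RT reaction, fluorescence 525/598 nm.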
KCNH2 WT inh – inhibitors of human wildtype KCNH2 potassium channel. 0.37% of 340,000 active. activity change, % at 1.84 µM. Q12809. U2OS, BacMam KCNH2, thallium flux FluxOr; stronger effect = lower value;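 active = maximum activity change below -70%; inconclusive = maximum activity change between -70% and -50%; inactive = maximum activity change above -50%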
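U2OS cells were transduced with wild-type KCNH2 virus (2.03 x 10^8 / mL) for 4 h at room temperature, then cultured overnight at 37 C. Thallium flux was read with FluxOr dye. Rate constants were normalized to DMSO controls.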
Eya2 phos inh – Eya2 (human) phosphatase inhibition | Potency, µM (top dose mostly 76.9 µM), for inactives: at the top dose activity, negative = inhibition, most hits filed as inhibitors | recombinant Eya2, OMFP fluorescence dephosphorylation (OMFP is methylfluorescein phosphate) | 0.006% of 330,000 active; note: potency is the fitted concentration of half-maximal effect
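Eya2 protein (added as 0.2 uM solution) was preincubated with compound for 10 min at ambient temperature in 50 mM HEPES pH 7.5, 50 mM NaCl, 5 uM MgCl2, 0.05% BSA, 1 mM DTT. OMFP (added at 50 uM) then reacted 10 min; fluorescence read at 485/525 nm.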
BCR signal inh – blocks chronic active B-cell receptor signaling; 0.05% of 340,000 active; AID 493014; Potency, µM (series often up to 46.1 µM), inactives show top-dose ratio change, negative = lower green/red ratio, actives largely listed as inhibitors; ABC-DLBCL IkBa-CBG/CBR reporter, luminescence ratio, 4 h; active = well fitted inhibition curve with a large enough effect in the signal ratio, with a control signal flat, not every such curve was filed as active; inconclusive = small, poorly fitted or top-dose-only effect, or effect the other way, or a change in a side signal; the % refers to the signal ratio;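 note: potency is the fitted concentration of half-maximal effect; plate controls were basal doxycycline-induced cells for no effect and cells given 10 µM MG132 for full effect; MG132 reads +100%, hits lower the ratio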
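TMD8 human ABC-DLBCL cells with doxycycline-inducible IκBα–green luciferase fusion and unfused red luciferase, in 0.5% FBS medium; compounds up to 46 uM, 4 h at 37C. Green/red luminescence ratio, filter-overlap corrected, fitted to concentration-response curves.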
KCNH2 3.1 inh – inhibitors of human KCNH2 3.1 potassium channel isoform; 0.95% of 340,000 active; U2OS KCNH2 3.1, thallium flux FluxOr; stronger effect = lower value; activity change, % (tested at about 1.8 µM);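 active = maximum activity change below -70%; inconclusive = maximum activity change from -70% to -50%; inactive = maximum activity change above -50%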;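 note: thallium influx rate constant from kinetic fluorescence after stimulation buffer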
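Thallium flux via FluxOr fluorescence (Red40 quencher, 45 min loading) in U2OS cells virally expressing the KCNH2 3.1 isoform (1.77 x 10^8 /mL virus, overnight at 37 C). Rate constants from 2-min kinetic reads post-stimulation, normalised to positive and negative controls.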
GALK inhibitor – blocks human galactokinase activity; Purified GALK, Kinase-Glo residual ATP luminescence; P51570; 0.007% of 270,000 active; Potency, µM (highest dose often 57.5 µM), for inactives: top-dose activity change, negative = inhibition, usual class: inhibitors; note: potency is the fitted concentration of half-maximal effect
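Human GALK (5 nM) with 35 uM ATP and 100 uM galactose in 20 mM HEPES pH 8.0, 5 mM MgCl2, 60 mM NaCl, 1 mM DTT, 0.01% BSA. After 1 h at room temperature, leftover ATP was read by Kinase-Glo Plus luminescence.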
Active calls of the source: *; ? = inconclusive; nt = not tested or not shown. Unless noted, calls come from the whole dose curve; as a rule, active = well fitted curve in the direction sought with a large enough effect; inconclusive = small, poorly fitted or top-dose-only effect, or another doubt; inactive = no such curve, though single readings can be large; an effect the other way counts as inactive or inconclusive. Unless noted, % is set by controls: 0 for no effect and ±100 for the full control effect.

Below each compound: Giardia kill, GALK inhibitor, PKM2 act, USP2a inh, BCR signal inh, KCNH2 3.1 inh, KCNH2 WT inh, B2AR arrestin, FBPA coupling cs, Eya2 phos inh, uPA surface inh
- CCOc1c(C)cc(S(=O)(=O)NCc2ccccn2)c(C)c1C
 : 5.4, 3.7%, -6.0%, 0.8%, 12.9%, 2.5, -2.9, 0.5%, -0.2, 0.3%, 2.5%
- CCCCCC(=O)NNC(=S)NC(C)=O
 : -3.1, 3.9%, -7.7%, 0.0%, -17.5%, 25.4, 0.2, -1.1%, 1.6, 10.3%, 10.1%
- CCOc1ccccc1NS(=O)(=O)c1c(C)[nH]c(C)c1C(=O)N1CCCCC1
 : 2.0, -0.3%, -6.5%, 0.8%, -3.1%, -4.9, 8.9, -0.7%, 1.1, -3.9%, 2.5%
- CCOC(=O)c1cc(-c2ccccc2)sc1NC(=S)Nc1cc(C)ccn1
 : -17.0, 0.0%, -0.8%, 0.4%, -4.1%, 0.8, 0.6, 4.7%, -0.6, 1.3%, 4.2%
- CC(CNC1CCCCC1)OC(=O)c1ccccc1 (stereo not given)
 : -11.2, nt, nt, 1.5%, -6.3%, -8.7, 3.9, 0.0%, nt, 8.5%, -4.6%
- CCO[C@H]1OC(C(=O)O)=C[C@@H](C)[C@@H]1CCCO
 : -4.9, -1.2%, -1.8%, 2.0%, -17.3%, 0.4, 0.5, -0.4%, 8.3, -2.2%, 8.7%
- COc1ccc(CC(=O)NNC(=O)c2cnccn2)cc1
 : 11.3, 1.4%, 4.4%, 4.0%, 4.7%, -1.4, nt, 0.3%, 2.2, 4.2%, -18.0%
- O=S(=O)(NC1=NCCC1)c1ccc(F)cc1F
 : -11.7, 11.9%, -4.1%, 2.4%, 1.2%, 7.0, 4.7, -0.2%, 0.2, 7.9%, nt
- COc1ccccc1N1CCN(C2CCCN(Cc3ccc(Cl)cc3)C2)CC1 (stereo not given)
 : 0.3, 0.0%, 0.7%, -0.4%, 2.2%, -5.7, 22.5, -1.2%, -1.2, -11.9%, 0.7%
- N#Cc1ccccc1NC(=O)COC(=O)CCc1ccccc1
 : -1.7, 16.9%, -1.7%, 5.0%, -0.8%, 2.0, 0.8, -0.2%, -1.1, 0.1%, 0.5%
- Cc1cc(SC(C)C(=O)Nc2ncc(Cl)cc2Cl)nc2ccccc12 (stereo not given)
 : -10.9, 3.0%, -1.3%, -1.4%, 4.0%, 2.9, 5.6, 0.0%, -4.0, 11.9%, -8.6%
- COc1ccc(NC(=O)COC(=O)c2cccn2C)cc1S(=O)(=O)N1CCCCC1
 : 2.9, nt, nt, -1.0%, -12.4%, 4.7, -1.9, -0.7%, nt, 0.8%, -0.6%
- Cc1ccc(NC(=O)N2CCCC2C(=O)Nc2c(C)cc(C)cc2C)cc1 (stereo not given)
 : 10.5, 0.4%, nt, 1.8%, 4.6%, 5.6, 2.0, 0.0%, 1.1, -16.0%, -2.7%
- CC(C)CN(CC(C)C)c1nnc(N)s1
 : -0.4, nt, 1.5%, -0.4%, -7.1%, 11.9, -2.8, -1.4%, 1.6, 4.2%, 5.2%
- CCOC(=O)c1ccc2c(c1)nc(SCC(=O)NC(C)C)n2CC
 : 20.6, 3.6%, -8.2%, 2.5%, 5.0%, -4.7, -2.3, 1.6%, -2.1, -9.5%, nt
- Cc1c([N+](=O)[O-])c([N+](=O)[O-])nn1CC(=O)NCCc1ccccc1
 : ?, -0.5%, -9.5%, 3.8%, 4.5%, -3.0, -0.7, 5.6%, -6.2, 2.3%, 1.7%
- CC(C)c1ccc(C2c3[nH]c4ccccc4c3C[C@H]3C(=O)N(c4ccccc4C(=O)N4CCC(C(=O)O)CC4)C(=O)N23)cc1 (stereo not given in full)
 : -10.7, nt, 2.2%, 2.9%, 26.9%, 4.1, -4.1, -0.2%, 5.5, -8.2%, -2.6%
- CCC(C)NC(=O)N[C@@H](Cc1ccccc1)C(=O)O (stereo not given in full)
 : -10.6, -3.8%, -0.3%, 2.0%, ?, 8.5, 13.5, -0.1%, -1.6, -23.8%, 0.8%
- CCCn1c(=O)c2ccccc2n2c(SCC(=O)c3cc(C)n(CC4CCCO4)c3C)nnc12 (stereo not given)
 : nt, -0.8%, 11.8%, -3.7%, 8.7%, nt, nt, 0.0%, -0.9, -8.2%, nt
- O=C(CN1C(=O)CSCC1=O)Nc1ccc2c(c1)OCO2
 : 4.7, -0.7%, 0.5%, 6.7%, 7.5%, 4.1, 15.2, 0.2%, -1.5, 1.3%, -30.2%
- O=c1cc(/C=C/c2ccccc2)oc2ccccc12
 : -6.0, 1.0%, 1.4%, -7.6%, ?, 4.7, -21.3, 0.1%, -1.4, -6.7%, nt
- CC(=O)Nc1c(O)nc(SCC(=O)Nc2nnc(SCc3ccccc3)s2)[nH]c1=O
 : -15.5, 0.0%, 12.7%, -5.7%, ?, -3.3, -12.6, -0.2%, 20.7, -5.4%, 1.0%
- NC(=O)C1CC(=O)N(c2ccc(OCC(=O)Nc3ccc(Cl)cc3)cc2)C1 (stereo not given)
 : -2.9, 4.6%, nt, 1.4%, 1.5%, -6.3, -27.2, -0.4%, 3.2, 16.9%, -3.5%
- Cc1ccc([N+](=O)[O-])cc1S(=O)(=O)Nc1ccc(C(=O)NCC2CCCO2)cc1 (stereo not given)
 : 12.6, nt, nt, 0.5%, 0.3%, 15.7, -5.9, 1.9%, nt, 8.6%, -17.1%
- O=C(NCCC1CCCCN1S(=O)(=O)c1ccc(F)cc1)C(=O)NCc1cccnc1 (stereo not given)
 : -1.9, nt, nt, 2.3%, ?, 3.8, -3.3, 0.0%, nt, 4.4%, 2.4%
- CCCn1c(-c2ccc(F)cc2)cnc1SCC(=O)O
 : 4.0, 2.8%, 4.5%, 2.4%, 10.5%, 3.0, -0.8, -0.1%, 11.5, -9.3%, -2.4%
- Cc1ccc(N/C=C2\C(=O)N(c3ccc(F)cc3F)C(c3cccnc3)S2(=O)=O)cc1 (stereo not given)
 : -1.0, nt, -0.2%, 0.6%, ?, -14.4, 13.7, 0.1%, 4.9, 4.5%, -6.0%
- CC(NCC(=O)Nc1ccccc1C(=O)NC1CC1)c1cccc(C(F)(F)F)c1 (stereo not given)
 : 0.0, nt, nt, 0.3%, -1.7%, -4.6, 1.5, -1.3%, nt, -7.7%, 9.9%
- Cc1ccc(-c2nc(NC(=O)CSc3cc(C)c4ccccc4n3)ns2)cc1
 : -10.4, nt, 1.1%, 0.0%, 2.0%, -9.1, -3.5, -0.7%, 0.2, 0.7%, -0.5%
- CCOC(=O)C(NC(C)=O)(Nc1ccc(S(=O)(=O)Nc2cc(C)on2)cc1)C(F)(F)F (stereo not given)
 : 12.1, 0.1%, -0.2%, -0.1%, ?, -12.1, 16.6, 3.5%, -1.4, -1.3%, 0.1%
- O=C(CSc1ncn[nH]1)Nc1ccccc1C(=O)O
 : -0.2, 3.3%, 4.0%, 0.2%, ?, -1.5, 11.0, -0.3%, -3.0, 0.4%, 1.7%
- C[C@H](NC(=O)[C@H]1N2C(=O)c3ccccc3C2SC1(C)C)C(=O)N1CCC[C@H]1CO (stereo not given in full)
 : -22.9, nt, -5.8%, 1.9%, -4.7%, -14.2, 1.4, -0.9%, -1.8, 20.6%, -4.6%
- COC(=O)Cc1ccc2sc(-c3ccccc3)nc2c1
 : ?, 3.1%, -40.1%, -8.3%, ?, 2.5, 0.2, -1.9%, -1.3, -5.6%, -1.1%
- COc1ccc(/C=C(\NC(=O)c2ccccc2)C(=O)N/N=C/c2ccncc2)cc1
 : 8.5, -2.4%, -0.8%, 0.5%, 4.5%, -7.3, 12.3, -0.3%, 2.3, 14.7%, 2.0%
- CC(=O)Nc1ccc(N/C=C/C(=O)c2ccc(C)o2)cc1
 : -7.9, -3.8%, -7.7%, 0.3%, ?, 2.5, 11.4, 0.2%, -3.4, -11.2%, -10.1%
- CSc1cc(C)c(OCC(=O)Nc2ccc(NC(C)=O)cc2)c(C)c1
 : 3.7, -1.2%, -0.4%, 2.6%, -16.6%, 1.2, 0.3, 0.2%, -0.2, -3.7%, -18.5%
- Nc1nc(-c2nc3ccccc3[nH]2)cs1
 : -12.7, 0.6%, -22.7%, 1.5%, ?, 0.2, 2.7, -0.2%, -0.8, -4.8%, -6.7%
